MOR-DOR inv ag: mu-delta opioid heterodimer inverse agonism. P35372+P41143. cell-based MOR-DOR heterodimer luminescence. inhibition, % at 9.3 µM. 340,000 compounds, 0.21% hits; in the data active = inhibition above about 22%, passing the limit was not always enough;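 also: 0% = cells with DMSO and 100% = wells without cells with DMSO; values of inactives mirror those of a sister screen read the other way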
LANA DNA inh: KSHV C-LANA DNA binding inhibition. MBP-C-LANA/FAM-LBS DNA binding, fluorescence polarization. inhibition, % at 9 µM. 340,000 compounds, 0.078% hits;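 active = highest replicate inhibition at or above 60% at 9 µM, even if other replicates fall short; inactive = all replicates below 60% inhibition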;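 also: 0% = neutral control wells and 100% = 4 µM acridine orange control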
DSG3 Ab inh: blocks pemphigus antibody binding to human desmoglein-3. binding (percent of control), % at 10 µM. 310,000 compounds, 0.48% hits. P32926. DSG3-coupled beads, scFv-anti-DSG3-GFP binding, flow cytometry; stronger effect = lower value;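 active = binding more than 3 SD below its plate's average and above zero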; also: some compounds called inactive have numbers as strong as hits
Target sequence (P32926 whole entry, looked up): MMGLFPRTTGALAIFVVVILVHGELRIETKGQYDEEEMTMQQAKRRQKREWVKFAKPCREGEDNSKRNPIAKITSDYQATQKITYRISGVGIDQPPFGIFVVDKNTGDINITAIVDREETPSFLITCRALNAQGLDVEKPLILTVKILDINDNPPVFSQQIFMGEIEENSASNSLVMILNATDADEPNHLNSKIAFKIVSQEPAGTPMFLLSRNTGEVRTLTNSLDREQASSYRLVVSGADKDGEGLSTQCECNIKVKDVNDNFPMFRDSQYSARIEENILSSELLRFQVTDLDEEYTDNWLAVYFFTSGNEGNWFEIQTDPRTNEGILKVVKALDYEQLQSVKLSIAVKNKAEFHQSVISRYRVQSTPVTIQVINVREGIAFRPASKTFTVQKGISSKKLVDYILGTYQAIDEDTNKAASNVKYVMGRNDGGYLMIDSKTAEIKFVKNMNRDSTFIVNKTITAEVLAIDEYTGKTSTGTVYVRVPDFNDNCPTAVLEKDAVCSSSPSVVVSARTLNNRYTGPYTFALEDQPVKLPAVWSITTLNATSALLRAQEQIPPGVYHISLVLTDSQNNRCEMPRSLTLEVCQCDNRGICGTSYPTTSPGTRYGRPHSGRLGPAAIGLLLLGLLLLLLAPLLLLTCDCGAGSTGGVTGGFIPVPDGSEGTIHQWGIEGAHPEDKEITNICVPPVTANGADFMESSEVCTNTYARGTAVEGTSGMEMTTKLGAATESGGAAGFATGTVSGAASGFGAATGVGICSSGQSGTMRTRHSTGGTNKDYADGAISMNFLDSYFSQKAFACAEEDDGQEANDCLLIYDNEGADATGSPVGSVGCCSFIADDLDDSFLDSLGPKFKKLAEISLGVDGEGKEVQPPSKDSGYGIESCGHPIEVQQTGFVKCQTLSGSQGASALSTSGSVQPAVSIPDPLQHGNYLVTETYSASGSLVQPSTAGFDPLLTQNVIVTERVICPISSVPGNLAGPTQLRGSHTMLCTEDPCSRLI
RTF Ca sens inh: cardiac RTF calcium desensitization | P19429+P45379 | 340,000 compounds, 0.12% hits | IANBD-labeled cardiac RTF, Ca2+ fluorescence | inhibition, % at 7.15 µM | AID 493244;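 active = inhibition above the mean inhibition of all tested compounds plus 3 SD, cut at about 17% in these data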;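 also: assay run at fixed EC70 calcium of 1.6 mM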
Arrestin-AP2 inh: blocks beta-arrestin peptide binding to AP2 adaptin; FITC-arrestin peptide / GST-AP2 beads, flow cytometry; AP2 beta2 appendage carries R879A mutation; inhibition, % at 10 µM; 340,000 compounds, 0.31% hits;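 active = inhibition above a set limit, near 3 SD of compounds lacking own fluorescence, cut at about 54% in these data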;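 also: plate controls were DMSO wells for no effect and 5 µM unlabelled arrestin peptide for full effect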
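System: GST-AP2 R879A glutathione beads; medium: PBS, Tween 20 0.05%, BSA 0.1%; reagent: fluorescein-tagged arrestin peptide at 50 nM final; schedule: pre-incubation 12 min, peptide binding 1 h, room temperature; detection: flow cytometry, FL1 (488/535 nm); read-out: inhibition as reduced fluorescein signal on beads, percent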
RTF Ca sens act: cardiac RTF calcium sensitization. IANBD-labeled TnC RTF fluorescence at EC20 calcium; 0% EC20 calcium, 100% full calcium. activation, % at 7.2 µM. 340,000 compounds, 0.24% hits;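 active = activation above the mean over all tested compounds plus 3 SD, cut at about 30% in these data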;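 also: rise in fluorescence read as greater calcium sensitivity of cardiac thin filaments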
V-ATPase pH: yeast V-ATPase proton transport regulation by pHLuorin; S. cerevisiae, pHLuorin cytosolic pH fluorescence; response, % at 10 µM; 350,000 compounds, 0.37% hits; AID 504577; in the data active = response mostly above about 7.3%, no sharp cut-off; inactive = mostly below about 5.4%; also: actives read high; inactives centre near 0; some compounds called inactive have numbers as strong as hits; reference of the scale not given here
MOR-DOR ag: OPRM1-OPRD1 heterodimerization agonism; 340,000 compounds, 0.3% hits; activation, % at 9.3 µM; AID 504326; cells, luminescence; in the data active = activation above about 18%;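 also: 0% = vehicle-treated cells and 100% = reference agonist; values of inactives mirror those of a sister screen read the other way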
Keap1 Nrf2 FP: Keap1-Nrf2 (human) interaction inhibition; Q14145; Keap1 Kelch-Nrf2 peptide fluorescence polarization, 1536-well; inhibition, % at 9.4 µM; 340,000 compounds, 0.15% hits; AID 504523; in the data active = inhibition above about 12%;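 also: human Keap1 Kelch domain with fluorescein labeled Nrf2 9mer peptide probe; 0% = neutral control wells and 100% = peptide positive control; higher means more block of Keap1 binding to Nrf2 peptide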
Wnt act: Wnt/beta-catenin pathway activation | Wnt/beta-catenin reporter cell assay, activator, plate reader | activation, % at 9.35 µM | 300,000 compounds, 1.2% hits; in the data active = activation above about 30%, passing the limit was not always enough;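 also: 0% = neutral control wells and 100% = positive control wells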
* = called active by the depositor; · = not tested or not shown. The order is random; any-hit rate near 3.1%.

Order of results – Arrestin-AP2 inh	MOR-DOR ag	Keap1 Nrf2 FP	RTF Ca sens inh	LANA DNA inh	RTF Ca sens act	MOR-DOR inv ag	DSG3 Ab inh	V-ATPase pH	Wnt act
1. COc1cc(/C=N/NC(N)=S)cc(Br)c1OCc1ccccc1F
  0	2.6	1	-3	0.2	-4	-15	97	-2	-18
2. CN=C1N(C)C[C@@H]2[C@@H]3C(=O)N(C)C(=O)[C@@H]3[C@](Cc3ccccc3)(C(=O)OC)N12
  12	-0.6	-4	-7	0.4	0	3	104	1	·
3. CCOc1ccc(C2CC(=O)c3c([nH]c(C(=O)OC)c3C)C2)cc1OC (centres undefined)
  -13	-1.1	-2	-8	-1.0	-6	5	102	-2	·
4. O=C(/C=C/c1c(Cl)nc2ccccn12)Nc1ccc(F)cc1
  18	-2.5	-2	2	0.5	-2	13	100	4	5
5. Cc1nc2sc3c(c2c(=O)n1NC(=O)CCBr)CCCC3
  62*	-0.1	-3	-3	-1.4	-1	0	95	-2	-1
6. CCCn1c(N)c(N(CCOC)C(=O)c2ccc(Cl)c([N+](=O)[O-])c2)c(=O)[nH]c1=O
  -4	-0.1	-3	-12	0.4	3	1	113	-1	5
7. CC(C)Oc1ccc(CCNC(=O)C2CCC(=O)N(Cc3cccc(F)c3)C2)cc1 (centres undefined)
  -5	-0.7	-5	-1	1.3	-3	5	104	-1	4
8. CC(C)(C)C(=O)Nc1ccc(Oc2ccc3c(c2)C(=O)N(c2ccc(O)cc2)C3=O)cc1
  19	-1.6	1	-4	6.2	1	8	104	-1	·
9. CCOc1ccc(NS(=O)(=O)c2cccc(C(=O)N(C)Cc3ccco3)c2)cc1
  28	1.2	1	-2	-2.1	0	-5	·	0	4
10. N#C/C(=C\c1cccs1)C(=O)Nc1ccccn1
  -6	-2.5	3	-4	-1.5	-2	13	98	-3	74*
11. Cc1ccc(S(=O)(=O)NC(CC(N)=O)C(=O)O)cc1 (centres undefined)
  19	-1.0	-1	-3	0.2	1	6	108	-1	·
12. CN(CC(=O)Nc1ccccc1C(=O)NC1CC1)Cc1ccc(Cl)s1
  4	-1.3	-5	2	0.3	2	5	98	0	-3
13. CCCc1cc(=O)[nH]c(SCC(=O)c2c[nH]c3ccccc23)n1
  54*	-1.2	6	-1	1.5	3	6	116	-3	1
14. COc1ccc(/C=C(\C#N)C(=O)NCC(c2ccc(F)cc2)N2CCOCC2)cc1 (centres undefined)
  -6	-2.2	-6	-14	0.0	6	12	92	4	5
15. CCOc1ccc(OCc2ccc(C(=O)N/N=C(\C)c3ccccn3)cc2)cc1
  -1	-4.7	-1	-9	0.8	-4	25	96	2	0
16. CC(=O)c1c(N2CCN(c3cccc(Cl)c3)CC2)nc(=S)n(-c2ccccc2)c1C
  12	-0.2	-3	-6	-0.2	7	1	112	1	·
17. CC(C)(C)n1nc2c(c1NC(=O)CCCc1ccccc1)CS(=O)C2 (centres undefined)
  8	1.4	-1	-10	9.3	3	-7	104	5	-2
18. Cn1cnnc1SCCNS(=O)(=O)c1cccc([N+](=O)[O-])c1
  21	-0.2	7	-5	0.9	-5	1	98	-5	2
19. NC(=O)CCn1c(C(=O)c2cc(Cl)c(N)c(Cl)c2)c2ccccc2[n+]1[O-]
  2	0.7	3	-3	6.4	-4	-4	98	-5	3
20. Cc1sc2nc3n(c(=O)c2c1C)NC(=O)CC3
  -1	-1.4	-7	-4	-2.7	-4	6	·	3	3
21. CC1CCN(C(C(=O)Nc2ccc3c(c2)OCO3)c2ccccc2)CC1 (centres undefined)
  -1	3.1	0	-3	-0.6	-1	-17	100	1	1
22. Cc1cccc(C)c1OCc1nnc(SCC(=O)Nc2nccs2)o1
  10	1.9	-1	-2	0.2	-4	-9	109	-5	-3
23. CCCCOc1ccc(-c2cc(C(=O)NNC(=S)NCC)c3ccccc3n2)cc1
  23	-0.8	1	-5	0.5	1	4	98	-4	2
24. Cc1ccc(S(=O)(=O)NC(=O)COc2ccccc2C)c(C)c1
  10	-2.5	-1	2	0.7	1	13	100	-3	4
25. Cc1ccc(C)c(N2CCN(C(=O)CCCn3ncn4c(cc5occc54)c3=O)CC2)c1
  1	0.7	-1	2	0.0	-2	-3	·	-2	-3
26. CC1CC2=C(C(=O)O1)C(c1ccc(Cl)cc1)Nc1ccccc1N2 (centres undefined)
  22	0.1	-5	1	2.7	2	0	125	1	-2
27. CCOc1ccccc1NC(=O)COC(=O)C(CC)c1ccccc1 (centres undefined)
  -3	5.2	-5	0	-0.9	4	-35	126	2	-4
28. Cc1cccc(C)c1NC(=O)N1CC=CCC1
  -6	-3.5	3	-7	0.5	2	16	100	-2	1
29. CCCCN(C(=O)c1ccc(NC(=O)C(C)C)cc1)c1ccccc1
  4	0.0	-3	0	-0.3	0	0	85	-2	1
30. CC(=O)Nc1cc(OC(=O)c2ccco2)cc(OC(=O)c2ccco2)c1
  15	0.0	-1	-6	-0.9	5	0	101	2	·

An excerpt of these results, as labelled records.
[7] CC(C)Oc1ccc(CCNC(=O)C2CCC(=O)N(Cc3cccc(F)c3)C2)cc1 (centres undefined)
  Arrestin-AP2 inh: -5	MOR-DOR ag: -0.7	Keap1 Nrf2 FP: -5	RTF Ca sens inh: -1	LANA DNA inh: 1.3	RTF Ca sens act: -3	MOR-DOR inv ag: 5	DSG3 Ab inh: 104	V-ATPase pH: -1	Wnt act: 4
[8] CC(C)(C)C(=O)Nc1ccc(Oc2ccc3c(c2)C(=O)N(c2ccc(O)cc2)C3=O)cc1
  Arrestin-AP2 inh: 19	MOR-DOR ag: -1.6	Keap1 Nrf2 FP: 1	RTF Ca sens inh: -4	LANA DNA inh: 6.2	RTF Ca sens act: 1	MOR-DOR inv ag: 8	DSG3 Ab inh: 104	V-ATPase pH: -1	Wnt act: ·
[9] CCOc1ccc(NS(=O)(=O)c2cccc(C(=O)N(C)Cc3ccco3)c2)cc1
  Arrestin-AP2 inh: 28	MOR-DOR ag: 1.2	Keap1 Nrf2 FP: 1	RTF Ca sens inh: -2	LANA DNA inh: -2.1	RTF Ca sens act: 0	MOR-DOR inv ag: -5	DSG3 Ab inh: ·	V-ATPase pH: 0	Wnt act: 4
[10] N#C/C(=C\c1cccs1)C(=O)Nc1ccccn1
  Arrestin-AP2 inh: -6	MOR-DOR ag: -2.5	Keap1 Nrf2 FP: 3	RTF Ca sens inh: -4	LANA DNA inh: -1.5	RTF Ca sens act: -2	MOR-DOR inv ag: 13	DSG3 Ab inh: 98	V-ATPase pH: -3	Wnt act: 74*

Additional records
Order of results – Arrestin-AP2 inh	MOR-DOR ag	Keap1 Nrf2 FP	RTF Ca sens inh	LANA DNA inh	RTF Ca sens act	MOR-DOR inv ag	DSG3 Ab inh	V-ATPase pH	Wnt act
31. CN(CCO)c1ccc([N+](=O)[O-])cc1C(=O)O
  -1	-1.8	2	-1	0.0	-3	11	100	4	·
32. COC(=O)C[C@H]1c2cc(F)cc(F)c2S(=O)(=O)N1C1CCN(Cc2ccccc2)CC1
  -6	-1.8	-2	-16	-0.6	-6	10	106	1	3
33. COc1ccc(C2=NOC(C(=O)NCc3ccc(F)cc3)C2)cc1OC (centres undefined)
  18	-1.7	-1	1	-0.5	-1	9	101	-1	-14
34. CC(=O)Nc1cc(C(=O)N(C)Cc2ccco2)ccc1Sc1ccc(Cl)cc1
  -10	-2.0	-2	-5	-0.8	3	10	100	2	-1
35. Cc1ccc(N(CC(=O)NCC2CCCO2)S(=O)(=O)c2ccc(Cl)cc2)cc1C (centres undefined)
  -9	-3.3	-5	2	-0.7	-2	13	106	1	-2
36. CCOC(=O)c1ccccc1NC(=O)COC(=O)CCNS(=O)(=O)c1ccc(C)c(C)c1
  -17	3.0	3	-5	2.8	-1	-19	97	-2	-4
37. Cc1nc(-c2ccccc2)cn(O)c1=O
  17	-2.2	-5	-1	-0.7	2	11	105	5	·
38. COc1ccc(C2CC(=O)c3ccccc3O2)cc1 (centres undefined)
  -6	-3.0	-2	-4	2.1	-3	17	101	-1	43*
39. COc1ccccc1Oc1nnnn1-c1ccc(C(N)=O)cc1
  5	-0.3	2	-2	-1.4	3	1	105	7	0
40. C=CCn1c(SCC(=O)Nc2c(C)n(C)n(-c3ccccc3)c2=O)nc2scc(-c3ccccc3)c2c1=O
  4	0.1	-3	2	0.4	3	-1	103	13*	-6
41. CC(C)(C)c1n[nH]c(=S)n(N)c1=O
  -6	-1.2	0	8	0.5	10	7	·	3	-3
42. CCN(C(=O)CCC(=O)N(CC)c1ccccc1)c1ccccc1
  25	-0.8	1	0	0.9	-5	4	109	-2	-3
43. NC(=O)COC(=O)c1cccnc1Nc1ccccc1F
  0	-3.1	1	3	-1.4	1	15	·	-3	2
44. Nc1ncnc(Nc2cccc(C(F)(F)F)c2)n1
  38	-0.7	0	-1	-0.7	-2	4	100	0	·
45. Cn1c(=O)oc2cc(S(=O)(=O)N3CCCC(C(=O)NCCN4CCOCC4)C3)ccc21 (centres undefined)
  2	-2.3	-5	-3	-0.3	1	12	104	0	-5
46. COc1cccc(-n2nnc3c(=O)n(CC(=O)N4CCC(C)CC4)cnc32)c1
  -6	-2.0	-1	-3	-0.6	-8	12	103	5	-1
47. O=C(CN1CCSCC1)c1c[nH]c2ccccc12
  2	1.4	-4	0	-1.1	6	-9	112	-2	4
48. CCOC(=O)c1[nH]cnc1C(=O)Nc1ccccc1C
  17	-1.2	1	-3	3.1	-4	6	101	0	-1
49. CCOC(=O)C1(C)NC(c2ccc(N(C)C)cc2)C2C(=O)N(c3ccc(OC)cc3)C(=O)C21 (centres undefined)
  -2	-4.2	-6	-24	0.0	4	22	100	1	-6
50. Cc1ccc(NC(=O)COC(=O)CN2C(=O)NC3(CCCC3)C2=O)cc1Cl
  -8	0.3	5	0	1.5	-2	-1	105	2	9
51. OCC1(Cc2ccccc2F)CCCN(CC2CCCCC2)C1 (centres undefined)
  -20	-0.2	-5	-7	-0.4	3	1	115	-1	1
52. O=C(O)c1ccc(NC(=S)NC(=O)c2ccc3ccccc3c2)cc1
  46	-5.3	-3	-5	-1.0	-1	28	111	6	18
53. COCCOC(=O)c1[nH]c2c(c1C)C(=O)CC(c1ccccc1)C2 (centres undefined)
  8	-1.8	-2	1	3.9	0	8	112	1	-12
54. Cc1cc(N)n(Cc2cccs2)n1
  23	-0.2	1	-16	-0.5	9	1	103	2	-1
55. COc1ccc(CC(=O)Nc2ccccc2N2CCCC2)cc1OC
  29	-0.5	3	-6	-0.6	-5	4	101	-2	-2

Compound activity (PubChem)
